T cruzi growth: blocks T. cruzi growth in NIH3T3 culture; T. cruzi beta-gal in NIH3T3, GalScreen luminescence, 90 h; inhibition, % at 8.34 µM; 77,000 compounds, 5.9% hits; AID 624255;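 active = mean inhibition above about 93%, with at least 55% of replicates each passing it, limit read from the data, passing the limit was not always enough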
GASC1 inh: inhibitors of human demethylase GASC-1 KDM4C; 96,000 compounds, 0.15% hits; Q9H3R0; GST-KDM4C 2-372, H3K9me3 peptide, LANCE TR-FRET; inhibition, % at 12.5 µM;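 active = mean replicate inhibition above about 25%, with at least 55% of replicates also reaching it, limit read from the data, passing the limit was not always enough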
Target sequence (Q9H3R0 2-372 limits assumed): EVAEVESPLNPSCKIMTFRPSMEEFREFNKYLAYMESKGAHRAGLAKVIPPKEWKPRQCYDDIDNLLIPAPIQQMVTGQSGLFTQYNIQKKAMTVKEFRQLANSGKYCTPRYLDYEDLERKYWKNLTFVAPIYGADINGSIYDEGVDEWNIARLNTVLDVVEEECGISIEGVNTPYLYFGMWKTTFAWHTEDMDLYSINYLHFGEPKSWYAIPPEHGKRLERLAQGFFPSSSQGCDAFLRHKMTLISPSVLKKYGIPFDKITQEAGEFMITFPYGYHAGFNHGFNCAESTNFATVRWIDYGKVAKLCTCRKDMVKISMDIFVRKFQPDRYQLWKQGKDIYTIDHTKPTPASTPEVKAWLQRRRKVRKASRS
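Assay system: GST-GASC-1 enzyme fragment 2-372 | Amount: 10 nM enzyme | Medium: HEPES buffer, pH 7.5, plus ascorbate | Reagent: H3K9me3 peptide substrate, Fe(II), 2-oxoglutarate | Doses: Single-point compound screen | Incubation: 30 min demethylation and 1 h detection at room temperature | Measured by: LANCE TR-FRET, excitation 340 nm, emissions 618 and 671 nm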
C diff growth: blocks growth of Clostridium difficile; 86,000 compounds, 0.25% hits; Clostridium difficile clinical isolate growth, OD600, 24 h; hits give low values; growth activity, negative = inhibition, % at 16 µg/mL (by protocol); AID 1259249;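 active = mean growth activity at or below -80% and every replicate also at or below -80%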;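 note: 0% = DMSO wells and -100% = levofloxacin 16 µg/mL wells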
Pf Dd2 growth: inhibitors of Plasmodium falciparum Dd2 growth. AID 1159554. P. falciparum Dd2 growth, SYBR Green, 72 h; hits give low values. activity change, % at 10 µM. 94,000 compounds, 2.3% hits; in the data active = activity change below about -80%
* marks the source's active call; other numbers are inactive results; nt = not tested or not shown.

1) Cc1noc(C)c1NC(=O)Nc1ccc2c(c1)CC(=O)N([C@@H](C)CO)C[C@H](C)[C@@H](CN(C)Cc1ccncc1)O2
2) CN(C)C(=O)C[C@H]1C=C[C@@H](NC(=O)C2CC2)[C@@H](CO)O1
3) C[C@@H]1CCCCO[C@@H](CN(C)Cc2ccccc2)[C@H](C)CN([C@H](C)CO)C(=O)c2cc(NS(=O)(=O)c3cccs3)ccc2O1
4) O=C(Nc1cccc(F)c1)N1CC(=O)N2[C@@H](CO)[C@@H](c3ccc(-c4ccccc4)cc3)[C@@H]2C1
5) Cc1noc(C)c1NC(=O)N(C)C[C@H]1OCCCC[C@@H](C)Oc2ccc(NC(=O)Nc3ccc(C(F)(F)F)cc3)cc2C(=O)N([C@@H](C)CO)C[C@H]1C
6) COc1ccc2c3c(n(C)c2c1)[C@@H](CO)N(CC1CC1)CC31CCN(C(=O)NC2CCCC2)CC1
Compound | 1 | 2 | 3 | 4 | 5 | 6
T cruzi growth | 20 | nt | nt | nt | 91 | nt
GASC1 inh | 0.1 | 1.4 | -0.3 | -0.6 | -3.3 | -2.0
C diff growth | 0 | -2 | nt | 10 | 3 | 16
Pf Dd2 growth | 5 | nt | -45 | 7 | -63 | -76

Gathered by group: those above containing four or more nitrogen atoms (three)
1) Cc1noc(C)c1NC(=O)Nc1ccc2c(c1)CC(=O)N([C@@H](C)CO)C[C@H](C)[C@@H](CN(C)Cc1ccncc1)O2
5) Cc1noc(C)c1NC(=O)N(C)C[C@H]1OCCCC[C@@H](C)Oc2ccc(NC(=O)Nc3ccc(C(F)(F)F)cc3)cc2C(=O)N([C@@H](C)CO)C[C@H]1C
6) COc1ccc2c3c(n(C)c2c1)[C@@H](CO)N(CC1CC1)CC31CCN(C(=O)NC2CCCC2)CC1
Compound | 1 | 5 | 6
T cruzi growth | 20 | 91 | nt
GASC1 inh | 0.1 | -3.3 | -2.0
C diff growth | 0 | 3 | 16
Pf Dd2 growth | 5 | -63 | -76

Full records, looked up by structure:
CN(C)C(=O)C[C@H]1C=C[C@@H](NC(=O)C2CC2)[C@@H](CO)O1 across the screens: T cruzi growth = nt; GASC1 inh = 1.4; C diff growth = -2; Pf Dd2 growth = nt
C[C@@H]1CCCCO[C@@H](CN(C)Cc2ccccc2)[C@H](C)CN([C@H](C)CO)C(=O)c2cc(NS(=O)(=O)c3cccs3)ccc2O1 across the screens: T cruzi growth = nt; GASC1 inh = -0.3; C diff growth = nt; Pf Dd2 growth = -45

Next part.
7) C[C@@H]1CN([C@@H](C)CO)C(=O)c2cccc(NC(=O)Nc3ccc(F)cc3)c2O[C@H]1CN(C)C(=O)Nc1ccc(F)cc1
8) CCCNC(=O)N1CC2(C1)[C@@H](c1ccccc1)[C@@H](CO)N2CC1CC1
9) C[C@@H]1CN([C@H](C)CO)C(=O)c2cc(NC(=O)Nc3ccc(F)cc3)ccc2O[C@@H](C)CCCCO[C@H]1CN(C)Cc1ccc2c(c1)OCO2
10) COc1ccc2c3c([nH]c2c1)[C@@H](CO)N(C(=O)CN(C)C)CC31CCN(CC2CCCCC2)CC1
11) OC[C@@H]1[C@H]2c3ccccc3NC[C@H]2N1CC1CCCCC1
12) C[C@@H]1CN([C@H](C)CO)C(=O)c2cc(NS(C)(=O)=O)ccc2O[C@@H](C)CCCCO[C@H]1CN(C)Cc1ccc(Cl)c(Cl)c1
13) O=C(c1ccc2c(c1)OCO2)N1C[C@@H]2N[C@H](C1)C2c1ccc(-c2ccncc2)cc1 (stereo partly specified)
14) C[C@H](NC(=O)C[C@H]1C=C[C@@H](NS(=O)(=O)c2cccc(F)c2)[C@H](CO)O1)c1ccccc1
15) COc1ccc(NC(=O)Nc2ccc3c(c2)C(=O)N([C@H](C)CO)C[C@H](C)[C@H](CN(C)C(=O)NC(C)C)OCCCC[C@@H](C)O3)cc1
Compound | 7 | 8 | 9 | 10 | 11 | 12 | 13 | 14 | 15
T cruzi growth | 68 | nt | 87 | nt | 21 | 89 | nt | 81 | 35
GASC1 inh | 2.1 | 0.5 | -3.3 | 0.2 | -0.3 | 0.0 | 1.2 | 1.0 | 0.0
C diff growth | 7 | 5 | 20 | 5 | 9 | 2 | -8 | nt | 1
Pf Dd2 growth | -7 | 21 | -71 | -87* | -30 | -52 | -24 | -8 | 3

Single entries from the entries so far:
#8 in GASC1 inh → 0.5
#10 in C diff growth → 5
#9 in T cruzi growth → 87
#12 in Pf Dd2 growth → -52
#11 in T cruzi growth → 21
